Bioassay records: PubChem, The Scripps Research Institute Molecular Screening Center
M1 PAM parental: nonselective calcium activators in parental CHO-K1 cells, primary screen, counter-screen for M1 PAM project, cell-based, Fluo-8 calcium fluorescence, full deck, 1536-well | ATP EC20; 0% at ATP EC20, 100% at ATP max | 0.02% of 360,000 active | AID 602247, 2012 | activation, % at 3 µM;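 active = activation above the run cutoff, the mean activation of all test compounds plus 3 SD, cut at about 40% in these data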;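 also: peak over basal fluorescence ratio in a 140 s read after ATP addition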
M1 ag parental: counter-screen for M1 agonists: effect in parental CHO-K1 cells; activation, % at 3 µM; 0.48% of 360,000 active; Fluo-8 calcium fluorescence; scaled to maximal ATP response, vehicle zero; in the data active = activation above about 15%;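 also: untransfected CHO-K1 host cells lacking M1 receptor as counterscreen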
V1R ag counter: agonists of human V1a receptor, primary screen, counter-screen for OXTR agonist project, fluorescence, CHO-V1R cells; AID 2797, 2010; activation, % at 3 µM; 0.25% of 320,000 active; Fluo-8 calcium fluorescence, agonist mode; 0% DMSO, 100% 3 nM vasopressin;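 active = activation above the mean activation of all tested compounds plus 3 SD, per screening run, cut at about 20% in these data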;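 also: signal is peak over basal fluorescence ratio across a 100 second FLIPR read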
Target sequence (P37288 whole entry, looked up): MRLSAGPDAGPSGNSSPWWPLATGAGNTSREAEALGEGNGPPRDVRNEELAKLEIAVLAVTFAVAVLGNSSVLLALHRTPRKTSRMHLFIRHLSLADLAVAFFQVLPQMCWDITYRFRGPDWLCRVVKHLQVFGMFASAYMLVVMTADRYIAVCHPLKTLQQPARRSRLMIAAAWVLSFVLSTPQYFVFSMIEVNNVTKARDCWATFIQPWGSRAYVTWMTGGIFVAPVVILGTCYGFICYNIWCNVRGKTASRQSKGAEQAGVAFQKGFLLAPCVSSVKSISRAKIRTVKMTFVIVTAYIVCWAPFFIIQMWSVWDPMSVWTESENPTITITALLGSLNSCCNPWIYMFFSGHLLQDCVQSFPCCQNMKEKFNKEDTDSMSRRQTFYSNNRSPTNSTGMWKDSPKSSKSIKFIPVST
OXTR potentiate: human OXTR potentiators, primary screen, fluorescence, CHO-OTR cells, Fluo-8 calcium; 0.061% of 320,000 active; activation, % at 3 µM; Oxytocin receptor (Homo sapiens), P30559; AID 2445, 2010; Fluo-8 calcium fluorescence, potentiator mode; 0% = oxytocin EC15, 100% = EC100;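 active = activation above that plate's cutoff, the mean activation of tested compounds plus 3 SD, cut at about 6.6% in these data, passing the limit was not always enough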;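 also: 100% uses oxytocin at 75 nM as the full agonist control; some results filed as inactive read as strong as hits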
Target sequence (P30559 whole entry, looked up): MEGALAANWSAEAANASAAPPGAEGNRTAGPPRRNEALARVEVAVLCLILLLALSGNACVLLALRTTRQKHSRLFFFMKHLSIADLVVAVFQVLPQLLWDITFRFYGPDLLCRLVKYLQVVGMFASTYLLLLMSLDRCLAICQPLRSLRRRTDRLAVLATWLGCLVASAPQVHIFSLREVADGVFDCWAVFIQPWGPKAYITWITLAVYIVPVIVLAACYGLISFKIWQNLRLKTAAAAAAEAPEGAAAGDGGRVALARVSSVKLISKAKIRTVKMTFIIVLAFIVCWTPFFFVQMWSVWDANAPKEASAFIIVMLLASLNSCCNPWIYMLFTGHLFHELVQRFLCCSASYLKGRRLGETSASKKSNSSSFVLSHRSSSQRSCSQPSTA
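test system = CHO-OTR cells, human receptor | compound = single-point 3.0 µM | schedule = 6 min compound pre-incubation at room temperature, 100 s kinetic read | signal = Fluo-8 no-wash calcium dye fluorescence, excitation 470-495 nm, emission 515-575 nm | repeats = single well per compound, singlicate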
GPR7 antagonist: GPR7 receptor antagonists, primary screen, cell-based, fluorescence, single concentration; Neuropeptides B/W receptor type 1 (Homo sapiens), P48145; GPR7-expressing cells, fluorescence antagonist assay; inhibition, % at 4.4 µM; 1.1% of 290,000 active; AID 1861, 2009; in the data active = inhibition above about 16%, passing the limit was not always enough;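 also: cells stimulated with the agonist NPW; 0% = agonist with vehicle and 100% = vehicle without agonist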
OXTR ag: human OXTR agonists, primary screen, fluorescence, CHO-OTR cells, Fluo-8 calcium; Fluo-8 calcium fluorescence; normalized: DMSO 0%, oxytocin 100%; Oxytocin receptor (Homo sapiens), P30559; 0.32% of 320,000 active; activation, % at 3 µM;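 active = activation above the mean of all tested compounds plus 3 SD, cutoff set per screening run, cut at about 20% in these data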;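 also: peak over basal fluorescence ratio from a 100 s FLIPR kinetic read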
CHO parental Ca: ATP-evoked calcium signal inhibitors, parental CHO, primary screen, counter-screen for OX1R antagonist project, cell-based, fluorescence, Fluo-8 calcium dye; 0.63% of 330,000 active; inhibition, % at 5.6 µM; parental CHO-K1, ATP-induced calcium, Fluo-8 fluorescence;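 active = inhibition above that plate's mean sample inhibition plus 3 SD, cut at about 26% in these data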;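 also: 0% = ATP-challenged DMSO wells and 100% = DMSO wells without ATP; some compounds past the cut are filed as inactive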
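Material: Parental CHO cells | Reagent: ATP | Compound dosing: Single nominal dose of 5.6 µM per compound | Detection: Intracellular calcium via Fluo-8 no-wash fluorescent dye | Read-out: % inhibition of ATP-induced calcium mobilization | Benchmarks: Low control ATP plus DMSO, high control DMSO only | Replicates: Singlicate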
TAAR1 antagonist: human TAAR1 antagonists, primary screen, Fluo-8 calcium fluorescence, CHO RD-HGA16 cells; Trace amine-associated receptor 1 (Homo sapiens), Q96RJ0; antagonist; inhibition, % at 3 µM; 1.5% of 360,000 active; AID 624466, 2012;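 active = inhibition above a per-plate cutoff, the mean inhibition of test compounds on that plate plus 3 SD, cut at about 49% in these data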;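 also: 0% = DMSO plus EC80 beta-PEA response and 100% = DMSO alone without agonist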
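System: CHO RD-HGA16 cells bearing hTAAR1. Reagent: EC80 β-phenethylamine stimulus. Schedule: seeding 17-24 h prior, 75-min 37 °C, 30-min RT dye loading. Signal: Fluo-8 intracellular calcium dye fluorescence, real-time kinetic reads. Read-out: % inhibition from peak post-agonist over basal fluorescence ratio. Benchmarks: vehicle wells and EC80 agonist wells. Replicates: n of 1.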
CHO-K1 Ca antag: M1 antagonist counterscreen hit in parental CHO-K1 cells | ATP-induced calcium, Fluo-8 fluorescence | 0.6% of 360,000 active | AID 602250 | inhibition, % at 3 µM;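 active = inhibition above a per-plate cutoff, the plate's mean sample inhibition plus 3 SD, cut at about 24% in these data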;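 also: 0% = DMSO plus EC80 ATP and 100% = DMSO alone without ATP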
Numbers without * were called inactive; · = not tested or not shown.

Values run as follows: GPR7 antagonist	M1 ag parental	OXTR potentiate	CHO parental Ca	V1R ag counter	OXTR ag	TAAR1 antagonist	CHO-K1 Ca antag	M1 PAM parental
- O=S(=O)(NCc1ccco1)c1cnc(Cl)c(Br)c1
 : 17	1.1	-5	-15	2.1	0.6	3	-12	20
- COc1ccc(CSc2n[nH]c(C)n2)cc1[N+](=O)[O-]
 : 1	-0.1	-1	3	0.8	2.8	-11	-1	-6
- Cc1ccc(NC(=O)NC2CCCCCCC2)cc1C
 : -2	-0.1	·	·	·	·	-12	-11	5
- CCN(CC(=O)NCc1cccs1)C(=O)c1ccccc1F
 : -8	0.0	0	-10	-0.5	0.6	-5	-12	1
- CCc1ccc(NC(=O)C2=CC=CN3CCS(=O)(=O)N=C23)cc1
 : ·	0.2	1	-4	0.4	1.4	3	11	-12
- COc1cccc(NC(=O)CN(C)C(C)C(=O)Nc2ccc(C(C)=O)cc2)c1 (stereo unspecified)
 : 6	1.0	-2	-9	0.4	0.1	20	-5	8
- Cc1cc(NC(=O)CSc2nc(=O)cc(N)n2-c2ccc(C)c(C)c2)no1
 : 8	0.1	-5	-1	1.0	-0.2	-19	-2	5
- CC1CCCN(C(=O)CN2C(=O)NC(C)(c3ccc4ccccc4c3)C2=O)C1 (stereo unspecified)
 : ·	0.5	-7	-21	3.5	6.7	3	-1	-14
- Cn1c(CNC(=O)c2ccccc2F)nnc1SCC(=O)Nc1nncs1
 : 1	0.8	-4	-4	-0.1	0.5	-5	-14	8
- Cc1ccccc1N1CCN(C(=O)c2cccnc2)CC1
 : ·	0.5	·	·	·	·	-6	-17	9
- CCOC(=O)C1=C(C)C2C3C(=O)N(c4ccccc4C)C(=O)C3C1(C)C1C(=O)N(c3ccccc3C)C(=O)C21 (stereo unspecified)
 : -6	0.5	-10	-28	0.5	0.1	-9	-17	31
- Cc1cc(C)c(NC(=O)C(C)c2cccc(C(=O)c3ccccc3)c2)c(C)c1 (stereo unspecified)
 : 0	0.7	-11	-25	2.0	2.5	3	-27	19
- CCOC(=O)C1=C(C)Nc2ncnn2C1c1c[nH]c2ccccc12 (stereo unspecified)
 : -11	0.7	-10	-5	0.2	0.0	-4	-14	7
- Cc1cnc(NC(=O)CCCc2nc3ccccc3s2)s1
 : 1	1.5	-9	-12	2.0	3.2	-10	-9	16
- COc1ccc(/C=C2\SC(=O)N(CCC(=O)N3CCN(C)CC3)C2=O)cc1
 : -10	1.9	-12	4	2.7	0.2	3	-14	21
- CCOc1ccc(OCCC(=O)OCC(=O)N2CCN(S(=O)(=O)c3ccc(Cl)cc3)CC2)cc1
 : 25	2.6	-7	-15	2.4	1.7	8	-8	5
- CC(=O)c1cc(NC(=O)c2ccc(C)cc2)c(=O)oc1C
 : -15	0.0	-1	-17	-0.1	1.3	-5	2	5
- CSCCC(NC(=O)c1ccccc1Cl)C(=O)NCC1COc2ccccc2O1 (stereo unspecified)
 : ·	0.0	·	·	·	·	-6	16	-31
- CCOC(=O)CN1N=C(/C=C/c2ccccc2)CCC1=O
 : 7	4.7	-12	-6	1.3	-0.2	-17	-7	2
- Cc1nc2ccccc2c2nc(NC(=O)Cc3ccccc3)nn12
 : -4	3.7	0	-13	1.6	0.9	21	-9	12
- O=C(O)c1cccc(NC(=O)c2cccc(S(=O)(=O)N3CCc4ccccc4C3)c2)c1
 : -2	-0.1	-5	8	-1.0	-0.4	10	-13	8
- COC(=O)[C@H](Cc1c[nH]c2ccccc12)NC(=O)Cc1c[nH]c2ccccc12
 : 17	13	-20	13	21*	12	34	-6	8
- Cc1ccc(Nc2ccccc2)cc1
 : -8	-0.4	-5	2	-1.1	-2.0	-15	-4	16
- CC(=O)Nc1ccc(C(=O)CSc2nnc(-c3ccccc3F)n2CCc2ccccc2)cc1
 : ·	6.6	·	·	·	·	16	-14	-12
- COc1cc2nc(C3CCC3)n(NC(=O)COc3ccccc3)c(=O)c2cc1OC
 : 4	1.5	-7	-14	0.4	3.5	16	-10	9
- CC(=O)N1CCN(Cc2nc(C(c3ccccc3)c3ccccc3)no2)CC1
 : -17	2.4	-17	-33	-0.2	-1.0	11	-2	23
- O=C(CN1C(=O)C2C3C=CC(C3)C2C1=O)Nc1ccc2c(c1)OCCO2 (stereo unspecified)
 : 1	5.5	-8	0	0.1	-1.0	-6	2	19
- Cc1ccccc1C1c2[nH]c3ccccc3c2C[C@H]2C(=O)N(c3ccccc3C(=O)NCCN3CCOCC3)C(=O)N12 (stereo partly specified)
 : 10	1.3	-9	-16	2.6	4.3	50*	9	-3
- COc1cccc(CNC(=O)[C@H](CCSC)NC(=O)N2CCn3c2nc2ccccc23)c1
 : -4	0.6	-7	-27	3.4	-1.5	-6	2	-4
- Cc1n[nH]c(C)c1CCNC(=O)C1CCC(=O)N(Cc2ccccc2F)C1 (stereo unspecified)
 : -5	0.2	-12	4	-0.3	0.1	-16	-2	-5
- CCOc1ccccc1-c1n[nH]c(=S)o1
 : 5	0.2	2	0	0.8	-0.1	3	-1	-8
- O=C(c1ccc(SCc2ccco2)c([N+](=O)[O-])c1)N1CCOCC1
 : -1	2.1	-10	16	0.9	1.6	-7	-9	12
- Cc1cccc(NC(=S)N(C)Cc2cn(C)c3ccccc23)c1
 : -4	-0.8	-12	-20	-0.1	-2.2	-2	-6	12
- COC(=O)c1ccc(S(=O)(=O)N2CCCN(Cc3cccc(Br)c3F)CC2)n1C
 : 21	6.6	-20	1	12	2.6	-26	5	-13
- O=C(C1CCC1)N1CCN(c2ccc(C(F)(F)F)cc2[N+](=O)[O-])CC1
 : 1	2.9	·	·	·	·	-12	-6	-7
- Nc1nc(SCC(=O)c2cc3ccccc3o2)n[nH]1
 : -6	3.5	-2	-9	-0.4	0.3	7	-2	15
- COc1ccccc1N1CCN(C(=S)NC(=O)/C=C/c2ccccc2)CC1
 : -12	0.7	-10	-31	-1.5	-2.4	3	-8	13
- CC1(C(=O)Nc2ccc3c(c2)OCO3)Cc2c(-c3cccc(C(F)(F)F)c3)ccnc2O1 (stereo unspecified)
 : ·	0.0	·	·	·	·	-22	-18	21
- CN(CC(=O)Nc1ccc(F)cc1)C(=O)CSc1nc2ncc(Cl)cc2[nH]1
 : -5	0.7	-14	-17	-1.0	-1.2	-23	-8	14
- COC(=O)c1cc(C(=O)OCC(=O)NNC(=O)c2cccs2)cc([N+](=O)[O-])c1
 : ·	0.5	-3	-9	0.1	0.8	-10	-9	10
- O=C(NC(=S)Nc1cc(C(F)(F)F)ccc1N1CCOCC1)c1ccco1
 : -13	-0.1	-7	-31	0.6	-2.3	-30	2	-5
- O=C(NNC(=S)NC(=O)c1sc2ccccc2c1Cl)c1ccc(Cl)cc1
 : 16	0.8	-9	-3	57*	46*	50*	-2	14
- COC(=O)c1ccc(NC(=O)CNS(=O)(=O)c2cccs2)cc1
 : 2	0.7	-3	-13	0.7	1.3	4	-16	4
- Cc1oc(/N=C/c2ccccc2)c(C#N)c1C
 : -25	1.6	·	·	·	·	-11	-13	13
- CC(C)OC(=O)c1cccc(C(=O)Oc2ccccc2)n1
 : -6	0.3	1	-1	0.1	-1.6	-15	-16	9
- CC(C)(CNC(=O)CC1C(=O)NCCN1Cc1cccc(F)c1F)N1CCOCC1 (stereo unspecified)
 : -11	-0.1	4	-1	0.6	-0.7	-14	-2	-4
- Cc1ccc(SCCn2nc(C(=O)O)c3ccccc3c2=O)cc1
 : -6	1.2	-4	-15	0.8	-0.7	-3	-14	18
- O=S(=O)(c1ccc(OCC(O)CNC23CC4CC(CC(C4)C2)C3)c(Cl)c1)N1CCOCC1 (stereo unspecified)
 : 10	8.3	-22	0	1.4	5.5	16	-2	-8
- O=C(CCCN1C(=O)c2cccc3cccc(c23)C1=O)NCc1cccnc1
 : -7	1.2	-2	-13	0.1	-0.8	-37	-17	12
- CC(=O)c1sc(NC(=O)CCCc2nc3ccccc3c(=O)[nH]2)nc1-c1ccccc1
 : ·	1.4	-5	-15	0.4	0.1	20	-9	17
- Cc1noc(C)c1NC(=O)Nc1ccc2c(c1)C(=O)N([C@H](C)CO)C[C@H](C)[C@@H](CN(C)S(=O)(=O)c1ccccc1)O2
 : ·	-0.3	3	-5	0.8	0.7	11	-12	5
- COc1ccc(CNC(=O)C2(c3ccc(Cl)cc3)CC2)cc1
 : -8	-0.1	-15	-11	-1.2	-2.0	-26	-4	18
- CCOC(=O)c1ccc(NC(=O)CC2S/C(=N/N=C/c3c[nH]c4ccccc34)NC2=O)cc1 (stereo unspecified)
 : -2	0.1	-4	13	-0.8	-2.1	-4	2	13
- CNC(C)c1cc(OC)ccc1OC (stereo unspecified)
 : 1	-0.1	-4	4	0.9	0.0	3	5	-7
- CC(=O)Nc1ccc(NC(=O)C(C)OC(=O)C(C)SCC(=O)Nc2ccc(C)cc2)cc1 (stereo unspecified)
 : ·	1.5	-11	11	-0.3	0.6	23	4	10
- CCOc1ccc(CN(C)C(=O)CNC(=O)c2ccc3ccccc3c2)cc1OC
 : -7	1.3	-8	-10	3.2	-1.5	-2	-6	11
- Cc1c(Cl)cccc1NC(=O)CC1Sc2ccccc2NC1=O (stereo unspecified)
 : -4	1.0	-16	-8	1.1	2.4	-10	-19	14
- Cc1cc2ccccn2c1C(=O)Nc1cccc(Cl)c1
 : -12	-0.9	-2	-21	-1.0	-2.2	13	-19	17
- Cn1c(=O)[nH]c(=O)c2[nH]c(CO)nc21
 : ·	1.0	·	·	·	·	-1	-14	17
- COc1ccccc1-c1noc(-c2cccs2)n1
 : -8	-0.1	4	-2	-0.1	-1.7	-30	-26	24
- Cc1ccc(C23CC4CC(CC(CC(=O)NC(C)(C)CO)(C4)C2)C3)cc1
 : -3	0.9	-8	-23	8.7	-1.8	0	-16	-2
- Cc1ccc(S(=O)(=O)N2CCN(C(=O)CSc3ccc(F)cc3)CC2)cc1
 : 5	1.5	2	-10	0.4	2.0	-11	-13	19
- Cc1ccc(/C=N/NC(=O)CSc2nnc(-c3ccc(Cl)cc3)n2-c2ccccc2)o1
 : -5	7.8	-7	-23	-0.1	-1.5	58*	12	16

No enrichment for hits, and some 3.5% of all compounds hit somewhere here.
